Vif-A3F inh: Vif-A3F binding inhibition; HeLa A3F-eYFP + Vif (tagged APOBEC3F with the HIV-1 protein that degrades it), YFP fluorescence increase; Potency, µM (series often up to 46.1 µM), without a hit: top-dose activity, negative = active; actives 0.2% (n = 390,000); AID 602313; further: potency means the concentration at half of the fitted maximal effect; % of control where 0% means no effect; nearly all actives have a fitted effect of over 65% in size
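HeLa cells stably expressing A3F-eYFP plus Vif, plated and incubated overnight at 37 deg C, then exposed to compounds overnight at 37 deg C. Blocked degradation read as raised yellow fluorescence (Ex 488/Em 500-530).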
LDHA inh: blocks human lactate dehydrogenase A; actives 0.15% (n = 480,000); activity change, % (values are at about 110 or 230 µM); AID 1347041; purified LDHA, NADH/diaphorase-resazurin fluorescence; hits give low values; in the data active means activity change below about -30%; inconclusive means mostly about -25% to -30%;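 further: plate controls were DMSO wells for no effect and wells without enzyme for full effect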
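Remaining NADH was detected by diaphorase (0.133 mg/mL) converting 37 µM resazurin to fluorescent resorufin, read at 0 and 20 minutes. The preceding 5-minute room-temperature reaction used 2 nM LDHA, 0.2 mM sodium pyruvate and 0.06 mM NADH at pH 7.4.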
GRP78 ERSR act: induces the endoplasmic reticulum stress response in human glioma cells; actives 0.02% (n = 420,000); Potency, µM, for inactives: top-dose activation, most hits filed as activators; AID 602332; U87-MG GRP78 promoter luciferase reporter, 16 h; further: potency means the concentration at half of the fitted maximal effect; series mostly up to about 76 µM; % of control where 0% means no effect; nearly all actives have a fitted effect of over 35% in size
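Stably transfected U87-MG glioma cells carrying a GRP78-based luciferase sensor; 16 h compound incubation. Luminescence end-point read 10 min after Bright-Glo addition at room temperature.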
D1 ag: human D1 receptor agonism | AID 504660 | actives 1% (n = 360,000) | activation, % at 2 µM | HEK293 T-REx D1 cells, calcium flux, agonist mode; in the data active means activation above about 30%; further: 0% is about no effect
Target sequence (P21728 whole entry, looked up): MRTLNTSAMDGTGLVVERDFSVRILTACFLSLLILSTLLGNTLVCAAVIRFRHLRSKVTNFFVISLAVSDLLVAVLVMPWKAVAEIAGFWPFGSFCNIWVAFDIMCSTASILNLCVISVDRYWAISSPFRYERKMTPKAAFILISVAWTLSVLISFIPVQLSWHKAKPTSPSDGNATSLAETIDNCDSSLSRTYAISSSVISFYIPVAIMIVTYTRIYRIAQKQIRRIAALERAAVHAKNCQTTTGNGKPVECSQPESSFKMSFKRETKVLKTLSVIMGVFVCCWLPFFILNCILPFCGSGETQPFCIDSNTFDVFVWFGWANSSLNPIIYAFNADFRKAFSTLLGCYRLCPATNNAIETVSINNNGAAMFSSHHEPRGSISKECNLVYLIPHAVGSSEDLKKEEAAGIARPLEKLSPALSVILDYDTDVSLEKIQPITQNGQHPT
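Agonism was scored from calcium flux recorded over 180 s (1 read/s) after pintool compound addition, following a 10-cycle baseline. Cells were inducible force-coupled HEK293 TREx D1, plated overnight at 30 C and loaded with no-wash calcium dye.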
RXFP1 ag: agonists of human relaxin receptor RXFP1. Q9HBX9. HEK293T-RXFP1 cAMP TR-FRET, 30 min; response scale: percent of porcine relaxin response, buffer zero. Potency, µM (doses to about 57.5 µM), for the others: top-dose activation, hits mostly activators. actives 0.3% (n = 370,000). AID 2676; further: potency means the concentration at half of the fitted maximal effect; on the % scale 0 is the no-effect control and ±100 the full control effect; nearly all actives have a fitted effect of over 60% in size; many of its hits are not listed in these tables
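HEK293 cells stably expressing RXFP1, treated 30 min at 37C with compounds plus PDE4 inhibitor Ro 20174; cAMP measured by HTRF TR-FRET. Normalized to buffer and 29 nM porcine relaxin; EC50 by Hill fit.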
Vif-APOBEC3G blk: inhibitors of Vif-APOBEC3G interaction | Q9HC16 | HeLa A3G-eYFP + Vif (tagged APOBEC3G with the HIV-1 protein that degrades it), YFP fluorescence, overnight | Potency, µM (top dose mostly 46.1 µM), for inactives: top-dose activity, negative = active, most hits filed as inhibitors | actives 0.076% (n = 410,000);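 further: potency means the concentration at half of the fitted maximal effect; on the % scale 0 is the no-effect control and ±100 the full control effect; nearly all actives have a fitted effect of over 60% in size; hits raise eYFP signal because A3G escapes Vif-driven loss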
Target sequence (Q9HC16 whole entry, looked up): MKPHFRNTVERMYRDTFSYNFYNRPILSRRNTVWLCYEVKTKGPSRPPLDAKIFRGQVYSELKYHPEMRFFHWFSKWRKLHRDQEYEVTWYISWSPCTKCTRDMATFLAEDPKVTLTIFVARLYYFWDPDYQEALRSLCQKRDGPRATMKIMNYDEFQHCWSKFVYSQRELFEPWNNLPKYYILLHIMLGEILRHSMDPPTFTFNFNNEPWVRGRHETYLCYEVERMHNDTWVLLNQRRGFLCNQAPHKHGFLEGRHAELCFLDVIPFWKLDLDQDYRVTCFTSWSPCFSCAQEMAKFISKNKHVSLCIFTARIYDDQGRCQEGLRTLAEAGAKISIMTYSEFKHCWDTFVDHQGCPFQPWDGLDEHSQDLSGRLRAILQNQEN
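Read-out is eYFP fluorescence (Ex 488/Em 500-530) from Vif-expressing HeLa A3G-eYFP cells; more signal means A3G escaped Vif-mediated degradation. Cells plated overnight, compound pinned in, incubated overnight at 37 deg C.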
D1 potentiator: potentiators of human D1 dopamine receptor; potentiation, % at 10 µM; P21728; actives 0.036% (n = 360,000); HEK293 TREx D1 cells, calcium flux, dopamine EC20 potentiation; AID 504651; in the data active means potentiation above about 30%; further: 0% is about no effect
D1 antagonist: blocks dopamine activation of the human D1 receptor. activity change, negative = inhibition, % at 10 µM. AID 504652. actives 3.2% (n = 360,000). HEK293 TREx D1 cells, calcium flux, dopamine EC80; hits give low values; in the data active means activity change below about -30%; further: on the % scale 0 is the no-effect control and ±100 the full control effect
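After overnight tetracycline induction at 30 C, force-coupled D1 HEK293 cells took up a no-wash calcium dye at room temperature. Compounds were added and monitored 180 s, and the response to EC80 dopamine was then recorded.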
D2 potentiator: positive allosteric modulators of human D2 dopamine receptor | AID 485347 | potentiation, % at 10 µM | actives 0.34% (n = 340,000) | HEK293 T-REx D2, calcium flux, EC20 dopamine potentiation | P14416;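 active means potentiation over 3 SD above the plate norm, cut at about 30% in these data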; further: 0% is about no effect
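Tetracycline-induced Hek293 Trex D2 cells, force-coupled to calcium, loaded with no-wash calcium dye. Compound added with 180 s kinetic read for agonism, then EC20 dopamine and a further 180 s read for potentiation.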
Starred values were filed as active, the others as inactive; & = joins results of further samples. Unless noted, the call rests on the fitted dose curve; in most records, active means well fitted curve in the direction sought with a large enough effect; inconclusive means small, poorly fitted or top-dose-only effect, or another doubt; inactive means no such curve, though single readings can be large; an effect the other way counts as inactive or inconclusive. Only part of the results is shown. The share of hits here may be higher or lower than overall.

Screening COc1cc(NC(=O)c2cc(OC)c(OC)c(OC)c2)ccc1NC(=O)c1cccs1 returned Vif-A3F inh -14.2%, LDHA inh -3.8, GRP78 ERSR act -1.8%, D1 ag -0.1, RXFP1 ag 0.6%, Vif-APOBEC3G blk -1.8%, D1 potentiator -4.0, D1 antagonist -19.5 and D2 potentiator 9.4.
`Cc1nccn1CCCNC(=O)CC1C(=O)NCCN1Cc1ccccc1C(F)(F)F` (centres undefined) gave Vif-A3F inh 4.5%, LDHA inh -0.3, GRP78 ERSR act -5.1%, D1 ag 1.3, RXFP1 ag -1.1%, Vif-APOBEC3G blk 3.1%, D1 potentiator -10.1, D1 antagonist -4.3 and D2 potentiator 5.0.
CC(=O)c1ccccc1NC(=O)c1ccc(OCc2c(C)noc2C)cc1 was read as Vif-A3F inh 0.5%, LDHA inh -3.9, GRP78 ERSR act -4.5% and Vif-APOBEC3G blk 0.0%.
For Cc1ccn2c(CC(C)(C)C)c(-c3ccc(F)cc3)nc2c1 the results were Vif-A3F inh inconclusive, LDHA inh 7.3, GRP78 ERSR act 0.1% and Vif-APOBEC3G blk -1.4%.
For CCOC(=O)c1csc(NC(=O)c2ccc3c(c2)OCCO3)n1 the results were Vif-A3F inh 10.2%, LDHA inh 0.0, GRP78 ERSR act -8.7%, D1 ag 0.4, RXFP1 ag -0.4%, Vif-APOBEC3G blk -8.9%, D1 potentiator 5.3, D1 antagonist 4.5 and D2 potentiator -4.7.
`CC1(C)Cc2c(sc3c2C(=O)N(c2ccccc2)C2=NCCN23)CS1` gave Vif-A3F inh -19.3%, LDHA inh 0.0, GRP78 ERSR act -3.8%, D1 ag 2.1, RXFP1 ag 0.0%, Vif-APOBEC3G blk 0.7%, D1 potentiator -3.7, D1 antagonist 23.5 and D2 potentiator 46.4*.
Screening Cc1ccc(-c2nnn(CC(=O)N(CC3CCCO3)C(C(=O)NCC3CCCO3)c3ccc(F)cc3)n2)o1 (centres undefined) returned Vif-A3F inh 5.8%, LDHA inh -4.7, GRP78 ERSR act -4.0%, D1 ag 2.7, RXFP1 ag 0.3%, Vif-APOBEC3G blk 3.1%, D1 potentiator -2.6 and D1 antagonist -1.5.
For Cc1ccc(OCCN(C)C(=O)CC2C(=O)NCCN2CC(C)(C)C)cc1 (centres undefined) the results were Vif-A3F inh -11.8%, LDHA inh 10.0, GRP78 ERSR act -5.7%, D1 ag 2.3, RXFP1 ag -1.1%, Vif-APOBEC3G blk -5.6%, D1 potentiator 7.5, D1 antagonist 18.3 and D2 potentiator 2.9.
For CC(=O)C1=C(O)C(=O)N(c2cc(C(C)(C)C)on2)C1c1ccc(Br)cc1 (centres undefined) the results were Vif-A3F inh 7.3%, LDHA inh 9.6, GRP78 ERSR act 3.6%, D1 ag 3.2, RXFP1 ag 6.8%, Vif-APOBEC3G blk -0.2%, D1 potentiator 0.5, D1 antagonist -0.7 and D2 potentiator 8.7.
Screening CC(=O)NCCc1ccc(S(=O)(=O)N2CCOCC2)cc1 returned Vif-A3F inh -7.5%, LDHA inh 0.9, GRP78 ERSR act -1.9%, D1 ag 2.0, RXFP1 ag 0.5%, Vif-APOBEC3G blk -5.0%, D1 potentiator -12.3, D1 antagonist -12.4 and D2 potentiator -2.0.
`CS(=O)(=O)Nc1nnc(Cc2ccccc2)s1` gave Vif-A3F inh -0.5%, LDHA inh -3.5, GRP78 ERSR act -2.7%, D1 ag -0.9, RXFP1 ag -0.9%, Vif-APOBEC3G blk 0.7%, D1 potentiator 1.6, D1 antagonist -11.6 and D2 potentiator 0.7.
`COC(=O)c1ccc2nc(C)cc(Nc3ccccc3C)c2c1` gave Vif-A3F inh -4.4%, LDHA inh 12.7&-13.1, GRP78 ERSR act -4.5%, D1 ag 3.4, RXFP1 ag 0.5%, Vif-APOBEC3G blk -0.7%, D1 potentiator -1.9, D1 antagonist -32.8* and D2 potentiator -6.4.
For Cc1c(-c2nnc(SCC(=O)Nc3ccccc3F)o2)nnn1-c1ccc(F)cc1 the results were Vif-A3F inh inconclusive, LDHA inh -5.6, GRP78 ERSR act 1.1%, D1 ag 11.0, RXFP1 ag 1.6%, Vif-APOBEC3G blk inconclusive, D1 potentiator 0.7, D1 antagonist -6.6 and D2 potentiator 12.5.
For Cn1c(=O)oc2cc(S(=O)(=O)NCCC(=O)N3CCc4ccccc43)ccc21 the results were Vif-A3F inh -2.6%, LDHA inh -2.0, GRP78 ERSR act -4.4%, D1 ag 0.7, RXFP1 ag 0.5%, Vif-APOBEC3G blk 1.5%, D1 potentiator -4.7, D1 antagonist -8.5 and D2 potentiator 2.4.
COc1cc(NC(=O)C(C)N2CCN(C(=O)C3CC3)CC2)cc(OC)c1 (centres undefined) was read as Vif-A3F inh 3.6%, LDHA inh -1.8, GRP78 ERSR act -4.4%, D1 ag -0.6, RXFP1 ag -0.1%, Vif-APOBEC3G blk -0.4%, D1 potentiator -3.4, D1 antagonist -21.1 and D2 potentiator -8.4.
Screening O=C(C[C@@H]1C/C=C\C[C@@H](Cc2ccc(F)cc2)C(=O)OC[C@@H](Cc2c[nH]c3ccccc23)NC1=O)NCCO returned Vif-A3F inh 4.7%, LDHA inh -0.6, GRP78 ERSR act -2.9% and Vif-APOBEC3G blk -0.5%.
COc1cc(CNCc2ccccn2)ccc1OCc1ccccc1Cl was read as Vif-A3F inh 2.8%, LDHA inh -0.8, GRP78 ERSR act 3.4%, D1 ag 14.9, RXFP1 ag 0.6%, Vif-APOBEC3G blk 0.0%, D1 potentiator -3.0, D1 antagonist -22.2 and D2 potentiator -6.6.
For COc1ccc(C(=O)NNc2cc(C)nc(NNC(=O)c3ccc(OC)cc3)n2)cc1 the results were Vif-A3F inh 3.4%, LDHA inh -1.6, GRP78 ERSR act 9.6%, D1 ag 2.3, RXFP1 ag -0.8%, Vif-APOBEC3G blk -0.2%, D1 potentiator 1.2, D1 antagonist 4.4 and D2 potentiator 10.5.
`COCCNC(=O)c1cc2c(=O)[nH]c3ccccc3c2s1` gave Vif-A3F inh -18.9%, LDHA inh -9.6, GRP78 ERSR act -1.7%, D1 ag 2.5, RXFP1 ag 12.4%, Vif-APOBEC3G blk -0.4%, D1 potentiator -7.3, D1 antagonist -17.5 and D2 potentiator 17.4.
For O=C(COC(=O)c1ccc([N+](=O)[O-])o1)NCc1ccc(F)cc1 the results were Vif-A3F inh 4.3%, LDHA inh 0.4, GRP78 ERSR act -3.7% and Vif-APOBEC3G blk -7.7%.
COc1ccccc1N1CCN(S(=O)(=O)c2cccc(F)c2)CC1 was read as Vif-A3F inh 3.5%, LDHA inh 0.0, GRP78 ERSR act 0.6%, D1 ag 1.3, RXFP1 ag -0.1%, Vif-APOBEC3G blk 0.9%, D1 potentiator 2.8, D1 antagonist -5.9 and D2 potentiator 0.6.
`CCCCN(C(=O)c1cccc(S(=O)(=O)N(C)c2ccc(C)cc2)c1)c1c(N)n(CC(C)C)c(=O)[nH]c1=O` gave Vif-A3F inh -9.5%, LDHA inh -0.5, GRP78 ERSR act -3.4% and Vif-APOBEC3G blk -6.6%.
Screening O=C(NN1CCOCC1)c1ccc(Cl)s1 returned Vif-A3F inh 8.0%, LDHA inh -2.9, GRP78 ERSR act -1.4%, D1 ag 1.6, RXFP1 ag 0.5%, Vif-APOBEC3G blk -8.6%, D1 potentiator -3.1, D1 antagonist 6.1 and D2 potentiator 3.8.
`Cc1cccc(N2C(=O)CC(Sc3nnc(C)s3)C2=O)c1` (centres undefined) gave Vif-A3F inh -2.1%, LDHA inh -5.9, GRP78 ERSR act -17.1%, D1 ag -1.5, RXFP1 ag 2.7%, Vif-APOBEC3G blk 1.2%, D1 potentiator -5.0, D1 antagonist -6.2 and D2 potentiator 12.9.
Screening CC(=O)N1CCc2cc(S(=O)(=O)CCC(=O)Nc3cccc(F)c3)ccc21 returned Vif-A3F inh 1.9%, LDHA inh -0.3, GRP78 ERSR act -6.0%, D1 ag 0.5, RXFP1 ag 0.0%, Vif-APOBEC3G blk 0.5%, D1 potentiator -0.8, D1 antagonist 7.3 and D2 potentiator -7.8.
`Cc1ccc(C(=O)N(CC(C)C)c2nc3ccccc3s2)o1` gave Vif-A3F inh 8.4%, LDHA inh -4.9, GRP78 ERSR act -4.5%, D1 ag 7.7, RXFP1 ag 3.9%, Vif-APOBEC3G blk -1.9%, D1 potentiator 5.0, D1 antagonist 18.3 and D2 potentiator 2.8.
CSc1nc2ccc(N3C(=O)C4CCCCC4C3=O)cc2s1 (centres undefined) was read as Vif-A3F inh -5.7%, LDHA inh -8.6, GRP78 ERSR act -1.4%, D1 ag 1.5, RXFP1 ag 2.1%, Vif-APOBEC3G blk -0.1%, D1 potentiator -7.6, D1 antagonist 7.2 and D2 potentiator -0.2.
Screening COc1ccc(C)cc1N(C)C(=O)c1sc2nc3n(c(=O)c2c1C)CCCCC3 returned Vif-A3F inh -0.2%, LDHA inh -2.0, GRP78 ERSR act -1.5%, D1 ag 43.4*, RXFP1 ag 12.8%, Vif-APOBEC3G blk -7.1%, D1 potentiator -3.6, D1 antagonist -12.2 and D2 potentiator 1.5.
Cc1ccc(C(=O)COc2ccc3ccc(=O)oc3c2)cc1 was read as Vif-A3F inh -7.2%, LDHA inh -7.4&-14.3, GRP78 ERSR act 2.5%, D1 ag 1.7, RXFP1 ag 0.0%, Vif-APOBEC3G blk -1.4%, D1 potentiator 1.3, D1 antagonist -12.3 and D2 potentiator 0.1.
For CCCSCCCNC(=O)c1ccccc1NC(=O)C1=CSCCO1 the results were Vif-A3F inh -0.1%, LDHA inh 0.2, GRP78 ERSR act -1.4%, D1 ag 1.2, RXFP1 ag -3.8%, Vif-APOBEC3G blk -1.9%, D1 potentiator -4.2, D1 antagonist -14.4 and D2 potentiator -6.9.
For CC(=O)n1cc([C@H]2C=C(C(=O)N3CCOCC3)O[C@@H](OCCCCO)C2)c2ccccc21 the results were Vif-A3F inh -0.8%, LDHA inh -15.0, GRP78 ERSR act -1.6% and Vif-APOBEC3G blk -1.3%.

Screening data: PubChem BioAssay, National Center for Advancing Translational Sciences (NCATS)
